PG9 Ab binder: binders of HIV-1 gp120 antibody PG9, primary screen, biochemical, TR-FRET; HIV-1 gp120 / PG9 antibody interaction; TR-FRET gp120-PG9 antibody binding; inhibition, % at 6.7 µM; 360,000 tested, 0.43% active; AID 624416, 2012; in the data active means inhibition above about 8.5%
UHRF1 MBD2 ctr: UHRF1 methylated DNA binding inhibitors, primary screen, counter-screen for MBD2 inhibitor project, biochemical, TR-FRET, human UHRF1, single concentration | UHRF1 binding to methylated oligo | inhibition, % at 4.4 µM | 370,000 tested, 0.75% active | AID 687016, 2013; in the data active means inhibition above about 21%;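 further: UHRF1 SRA domain binding a hemimethylated CpG hairpin DNA probe; 0% = median of test compound wells and 100% = reference inhibitor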
Rev-erbA mod: modulators of Rev-erb alpha DNA binding, primary screen, biochemical, FITC-DNA, fluorescence polarization, uHTS; Rev-erbα–FITC-DNA binding, 90 min; AID 1259318, 2017; 370,000 tested, 0.79% active; Nuclear receptor subfamily 1 group D member 1 (Homo sapiens), P20393; activity, % at 10 µM;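 active means activity above about 14%, limit read from the data; passing the limit was not always enough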;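 further: 0% = DMSO wells with 35 nM protein and 100% = DMSO wells with 750 nM protein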
MBD2 inh: inhibitors of MBD2 binding to methylated DNA, primary screen, biochemical, TR-FRET, DNA-binding domain, human; Methyl-CpG-binding domain protein 2 (Homo sapiens), Q9UBB5; MBD2 binding to methylated oligonucleotide; inhibition, % at 4.4 µM; 370,000 tested, 0.31% active; in the data active means inhibition above about 13%
mABHD4 FP: ABHD4 inhibitors, primary screen, biochemical, fluorescence polarization, mouse; (Lyso)-N-acylphosphatidylethanolamine lipase (Mus musculus), Q8VD66; purified mABHD4, FP-Rh probe fluorescence polarization; inhibition, % at 8.92 µM; 370,000 tested, 0.54% active;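 active means inhibition exceeding the mean over every tested compound plus 3 SD, cut at about 30% in these data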;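 further: 0% = plate median of compound wells and 100% = S159A mutant with DMSO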
Target sequence (Q8VD66 whole entry, looked up): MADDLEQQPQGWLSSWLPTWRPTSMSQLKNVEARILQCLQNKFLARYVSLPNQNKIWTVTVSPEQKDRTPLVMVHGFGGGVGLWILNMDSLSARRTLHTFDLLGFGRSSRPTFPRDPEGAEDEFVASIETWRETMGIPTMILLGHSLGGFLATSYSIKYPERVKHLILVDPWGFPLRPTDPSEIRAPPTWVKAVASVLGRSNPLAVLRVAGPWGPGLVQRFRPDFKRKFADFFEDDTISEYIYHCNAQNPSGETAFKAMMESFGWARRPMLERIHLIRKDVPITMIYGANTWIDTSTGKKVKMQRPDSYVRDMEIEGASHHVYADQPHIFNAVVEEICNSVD
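Test system: mABHD4 protein; Read-out basis: % inhibition; Incubation: 45 min + 60 min at 25 °C; Repeats: single replicate; Technique: fluorescence polarization with parallel and perpendicular emission, 525/598 nm; Compound: 8.92 µM, single dose; Benchmarks: full inhibition S159A mutant plus DMSO, zero as sample-well median.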
PRMT1 FP inh: PRMT1 methyltransferase inhibitors, primary screen, biochemical, fluorescence polarization | recombinant PRMT1, activity-based probe fluorescence polarization | inhibition, % at 2.79 µM | 370,000 tested, 1.3% active | AID 652257, 2013;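 active means inhibition above about 21% made by adding two undisclosed values, limit read from the data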
Target sequence (Q99873 whole entry, looked up): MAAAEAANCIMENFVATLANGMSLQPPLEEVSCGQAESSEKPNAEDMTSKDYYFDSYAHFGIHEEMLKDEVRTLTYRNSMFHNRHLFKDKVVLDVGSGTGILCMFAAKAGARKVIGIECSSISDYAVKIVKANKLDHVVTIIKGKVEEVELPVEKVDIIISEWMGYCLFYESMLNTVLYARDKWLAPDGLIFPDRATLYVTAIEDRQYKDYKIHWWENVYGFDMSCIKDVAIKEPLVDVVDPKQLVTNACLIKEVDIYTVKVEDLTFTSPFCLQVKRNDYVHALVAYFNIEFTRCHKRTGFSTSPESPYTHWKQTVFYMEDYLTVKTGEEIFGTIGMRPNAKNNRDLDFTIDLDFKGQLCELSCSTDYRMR
HTRA1 inh: HTRA1 serine protease inhibitors, primary screen, biochemical, fluorescence polarization, HTS | 340,000 tested, 0.5% active | Q92743 | inhibition, % at 5.96 µM | recombinant HTRA1, FP-rhodamine activity-based probe; in the data active means inhibition above about 36%;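 further: 0% = enzyme with DMSO and 100% = wells lacking enzyme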
TCR-CD3 inh: inhibitors of human TCR-CD3 interaction, primary screen, biochemical, fluorescence, TAMRA-labeled TCR probe. T-cell receptor (TCR). inhibition, % at 9.4 µM. 360,000 tested, 0.37% active. AID 651800, 2012; in the data active means inhibition above about 19%;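 further: recombinant mutant TCR 2C K166C tagged with TAMRA read by polarization; 0% = receptor in buffer alone and 100% = receptor with positive control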
LEDGF integ inh: blockers of LEDGF/p75-dependent integrase strand transfer – biochemical, TR-FRET, high throughput, primary screen | TR-FRET IN-LEDGF/p75 DNA integration, Eu/Cy5 | inhibition, % at 3.7 µM | 370,000 tested, 0.64% active;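 active means inhibition above the screen-wide mean plus 3 SD, cut at about 13% in these data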;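 further: signal is the Cy5 over europium emission ratio at 671 and 618 nm; 0% = plate median of compound wells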
rCAG RNA binder: binders of r(CAG) RNA repeats, primary screen, biochemical, fluorescence; inhibition, % at 3 µM; r(CAG) RNA repeat, TO-PRO-1 dye displacement fluorescence; 370,000 tested, 1.3% active;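 active means inhibition above the plate cutoff, the mean of all test compounds on that plate plus 3 SD, cut at about 35% in these data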;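 further: 0% = DMSO alone and 100% = 100 µM mitoxantrone as full dye displacement; higher means more dye released from RNA so lower well fluorescence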
Numbers without * were called inactive; x = no result given. This is a subset; the hit share may differ from the screen's.

SMILES | PG9 Ab binder | UHRF1 MBD2 ctr | Rev-erbA mod | MBD2 inh | mABHD4 FP | PRMT1 FP inh | HTRA1 inh | TCR-CD3 inh | LEDGF integ inh | rCAG RNA binder
C/C(=N\NC(=O)c1ccc(O)cc1O)c1cccnc1 | -3.6 | 1 | -3 | 0 | 10 | -1 | 7 | 3 | 1 | 3
CCOc1ncccc1C(=O)NNC(=O)c1ccc(NS(=O)(=O)c2cccs2)cc1 | -1.4 | -2 | -7 | -3 | 2 | -2 | 4 | 10 | -2 | 12
N#Cc1c(N)nc2c(c1N)CC(CCl)O2 (stereo not drawn) | -2.8 | -3 | -2 | 1 | 2 | 0 | 2 | 12 | -2 | 5
CC[C@@]12C(=O)N(c3cccc(F)c3)C(=O)N1[C@H](c1ccc(OC)cc1)[C@@H]1C(=O)N(C(C)(C)C)C(=O)[C@@H]12 | 0.7 | 7 | -4 | 5 | -8 | -1 | -23 | -1 | -2 | -6
COc1ccc(NC(=O)CCC(=O)c2cccs2)cc1Cl | 0.4 | -1 | 4 | 4 | -4 | -1 | -2 | 0 | 0 | 1
O=C(Cn1[nH]c(=O)c2ccccc2c1=O)OCC(=O)c1ccc(Br)cc1 | -0.1 | 3 | -2 | 2 | 7 | 0 | -2 | -5 | 4 | -1
Cc1cc2cc(CN(CC3CCCO3)C(=S)Nc3ccccc3)c(=O)[nH]c2cc1C (stereo not drawn) | -2.1 | 1 | -5 | 2 | 3 | -1 | -16 | -8 | -2 | 2
Cc1ccc(C(=O)OCCc2c(C)[nH]n(-c3ccccc3)c2=O)cc1 | -0.3 | -1 | -1 | -2 | 0 | -1 | 3 | 10 | -1 | -2
CCCN(CCC)C(=O)CSc1ncccc1C(=O)O | 1.2 | -1 | -2 | -4 | 2 | -1 | 0 | 6 | 0 | -1
O=C(CCCn1c(=S)[nH]c2cc3c(cc2c1=O)OCO3)N1CCN(C2CCCCC2)CC1 | 0.8 | -2 | -5 | 3 | 5 | -1 | 2 | 5 | -1 | -5
COc1ccc(N(CC(=O)NCCC2=CCCCC2)S(=O)(=O)c2ccccc2)cc1OC | -1.6 | 1 | 0 | -1 | 4 | 3 | 2 | 1 | -3 | -3
Cc1cccc(NC(=O)Cn2nnc(C(=O)Nc3ccc(F)c(Cl)c3)c2N)c1 | -0.4 | 2 | -1 | 5 | -3 | 4 | 0 | -4 | -5 | 2
Cc1ccc(NC2=NCC(=O)N2C2CCCC2)c(C)c1 | 0.2 | 1 | -1 | 5 | 2 | 6 | 8 | -1 | 1 | -4
CCOC(=O)N1CCN(C(=O)C[C@@H]2C[C@@]3(C(=O)OC)CCCCC=C3N(Cc3ccc(Cl)cc3Cl)C2=O)CC1 | -0.2 | -1 | -5 | 0 | -6 | 1 | x | 3 | 0 | 4
COc1c(O)cc(O)c2c(=O)cc(-c3ccccc3)oc12 | -1.9 | -3 | 4 | 3 | 3 | 1 | -1 | 4 | -1 | 4
Oc1ccccc1/C=C/c1noc(-c2ccccc2O)n1 | -1.1 | -2 | 1 | -4 | -37 | -1 | -37 | -9 | 0 | 7
CC1=Nc2cc(C(=O)O)ccc2Sc2ccc(Br)cc21 | -1.4 | -1 | 4 | 2 | -22 | 2 | -43 | 8 | 0 | 51*
CN(C)CCNC(=O)C(=O)NCC1OCCCN1S(=O)(=O)c1cccs1 (stereo not drawn) | -0.2 | 1 | 7 | 0 | 1 | 4 | 1 | 3 | -3 | 3
N#Cc1ccccc1S(=O)(=O)c1ccccc1C(=O)Nc1ccccc1 | -0.7 | 0 | 0 | 2 | 2 | 0 | -4 | -9 | -6 | 1
CC(C)c1nnc(NC(=O)C2CCN(C(=O)Nc3ccc(Cl)cc3)CC2)s1 | -0.7 | 0 | -2 | 1 | -6 | -1 | -9 | 5 | 4 | 0
C=CCNC(=O)c1ccccc1NC(=O)c1ccc(Cl)c(S(=O)(=O)Nc2cccc(C)c2C)c1 | 0.7 | 0 | -1 | -4 | -69 | -1 | -83 | 2 | 1 | 17
O=C(CSc1nnc(SCC(=O)NCc2ccc3c(c2)OCO3)s1)NCc1ccc2c(c1)OCO2 | 1.6 | 4 | 9 | 4 | 2 | 1 | -2 | -4 | 0 | -2
CC(C)C(=O)Nc1oc(-c2ccccc2)cc1C#N | -2.9 | 3 | -3 | -2 | -10 | -2 | -3 | -2 | 7 | 3
Fc1ccccc1Cn1c2[n+](c3ccc(C(F)(F)F)cc31)CCCCC2 | -0.1 | 6 | 0 | 5 | -5 | 2 | 2 | 0 | -3 | -2
CCCCCCCCN1C(=O)[C@H](CC(=O)N2CCOCC2)C[C@@]2(C(=O)OC)CC(C)(C)CC=C12 | 1.0 | -2 | -3 | -7 | -3 | -2 | x | 4 | 2 | 3

Rewritten in markdown: 3 of the compounds above
| mol | PG9 Ab binder | UHRF1 MBD2 ctr | Rev-erbA mod | MBD2 inh | mABHD4 FP | PRMT1 FP inh | HTRA1 inh | TCR-CD3 inh | LEDGF integ inh | rCAG RNA binder |
| --- | --- | --- | --- | --- | --- | --- | --- | --- | --- | --- |
| O=C(CSc1nnc(SCC(=O)NCc2ccc3c(c2)OCO3)s1)NCc1ccc2c(c1)OCO2 | 1.6 | 4 | 9 | 4 | 2 | 1 | -2 | -4 | 0 | -2 |
| CC(C)C(=O)Nc1oc(-c2ccccc2)cc1C#N | -2.9 | 3 | -3 | -2 | -10 | -2 | -3 | -2 | 7 | 3 |
| Fc1ccccc1Cn1c2[n+](c3ccc(C(F)(F)F)cc31)CCCCC2 | -0.1 | 6 | 0 | 5 | -5 | 2 | 2 | 0 | -3 | -2 |

Following part.
SMILES | PG9 Ab binder | UHRF1 MBD2 ctr | Rev-erbA mod | MBD2 inh | mABHD4 FP | PRMT1 FP inh | HTRA1 inh | TCR-CD3 inh | LEDGF integ inh | rCAG RNA binder
CCC(=O)c1ccc(OCC(=O)N2CCCC2)c(OC)c1 | -1.0 | 2 | 0 | 0 | 3 | 0 | 5 | 12 | 0 | -4
Cn1nnc2cc(NC(=O)Nc3ccccc3F)ccc21 | -1.0 | -1 | -6 | -3 | -3 | 1 | -6 | -12 | 1 | 0
Cc1c(C(=O)NCC2CCCO2)cccc1[N+](=O)[O-] (stereo not drawn) | -0.2 | 1 | -8 | 3 | 5 | 2 | 5 | -2 | 6 | -1
CC/C(=C1/C(=O)CC(C)(C)C(C(=O)OC)C1=O)N1CCCC1 (stereo not drawn) | -0.7 | 7 | -1 | 9 | -5 | -1 | 3 | -6 | 2 | 4
CCN1CCCC1Cn1cnc2c([nH]c3cccc(Cl)c32)c1=O (stereo not drawn) | 0.3 | 0 | 4 | -1 | 1 | 0 | -9 | 4 | 0 | 1
COc1ccc(/C=N/Nc2ncnc3sc4c(c23)CCCC4)cc1O | -1.8 | -1 | 5 | -1 | 15 | 3 | 15 | -1 | 2 | 10
O=C(Cc1ccc(S(=O)(=O)N2CCCCC2)s1)Nc1ccc(F)c(F)c1 | -1.5 | 1 | -1 | -1 | -16 | -3 | -35 | -5 | 1 | 11
CC1CC(=O)c2cnc(Nc3cccc(C(F)(F)F)c3)nc2C1 (stereo not drawn) | -0.8 | 0 | -7 | -3 | -2 | -1 | -13 | 9 | 0 | -2
CCOC(=O)N1CCN(C(=O)c2ccc(NS(=O)(=O)c3ccc4[nH]c(=O)[nH]c4c3)cc2)CC1 | 0.3 | -2 | -2 | -2 | 1 | -3 | 5 | 7 | 0 | 3
CS(=O)(=O)N(CCc1ccccc1)CC(=O)N1CCCCC1 | 2.5 | 3 | 2 | 2 | -3 | 3 | -5 | 1 | -4 | -3
CC(C)(Cc1nc2ccccc2[nH]1)c1nc2ccccc2[nH]1 | -2.5 | -2 | 2 | -3 | 1 | -1 | -4 | -4 | -2 | -1
CN(Cc1nc2ccccc2c(=O)[nH]1)C(=O)c1cccc(S(=O)(=O)N2CCCCCC2)c1 | 0.9 | 0 | -3 | -1 | -1 | 2 | 6 | -2 | -9 | 1
Cc1nc2n(COCCO)cnn2c(=O)c1Br | -1.2 | -3 | 1 | -5 | -2 | -2 | 1 | 0 | 0 | -1
COc1cccc(N2CCN(C(=O)c3ccc(CS(=O)Cc4ccc(C)cc4)o3)CC2)c1 (stereo not drawn) | -1.1 | 1 | -1 | 4 | 3 | 3 | 4 | 2 | -1 | -11
Cc1onc(-c2c(F)cccc2Cl)c1-c1ncc(-c2ccc(Cl)cc2)o1 | 0.3 | 4 | 10 | 2 | -1 | 16 | x | -3 | 1 | 1
O=C1OC(Nc2nc(-c3ccc(F)cc3)cs2)c2ccccc21 (stereo not drawn) | -0.6 | 5 | -1 | -2 | 4 | 4 | -9 | -2 | -1 | 3
O=c1[nH]c(/C=C/c2cccc([N+](=O)[O-])c2)c([N+](=O)[O-])c(=O)[nH]1 | -2.4 | 1 | -6 | 3 | 1 | 5 | 5 | -5 | -4 | 13
O=C(c1cc2c(c(-c3cccc(-c4ccncc4)c3)n1)[C@@H](CCO)N(C(=O)c1ccc3c(c1)OCO3)C2)N1CCOCC1 | 1.6 | 20 | 2 | 7 | 6 | -2 | x | -1 | 10 | 4
Cc1noc(NS(=O)(=O)c2ccc(N/C=C\C(=O)c3ccc(F)cc3)cc2)c1C | -1.2 | 9 | -2 | 2 | -8 | 2 | x | -4 | -7 | 36*
CC1CCCC(NC(=O)c2cccc(S(=O)(=O)N3CCOCC3)c2)C1C (stereo not drawn) | -2.3 | 1 | 2 | -8 | 6 | 0 | -1 | 6 | 1 | 3
COc1ccc(-c2csc(NC(=O)CS(=O)(=O)c3ccccc3)n2)cc1OC | -1.3 | -2 | 1 | 2 | -15 | -4 | -4 | 2 | 5 | 7
COc1ccc(C2=CSC3=NNC4(CCCCC4)NN23)cc1 | -0.4 | 0 | 2 | 2 | -3 | 3 | -7 | 1 | 2 | 0
Cc1c(C(=O)O)c2cc(O)ccc2n1-c1ccccc1 | 1.9 | -1 | -2 | -2 | 3 | 0 | 4 | 2 | -1 | 0
Cc1ccccc1/C=N/N1C(=O)CSC1=S | -3.1 | -6 | 3 | -8 | -1 | 13 | -3 | 4 | 0 | 4
Cc1cc(C)c(S(=O)(=O)N2CCN(C(=O)c3ccccc3OCc3c(C)noc3C)CC2)c(C)c1 | -0.1 | 2 | -4 | -3 | 4 | -1 | -17 | -4 | 1 | 0
O=C(O)C1Cc2ccccc2CN1S(=O)(=O)c1ccc2ccccc2c1 (stereo not drawn) | -0.3 | -5 | 7 | -1 | -2 | 4 | 0 | 7 | 3 | 21
CCC(C(=O)NC1CCN(C)CC1)c1ccccc1 (stereo not drawn) | -0.6 | 0 | -2 | 6 | -1 | -3 | 2 | 8 | -2 | -3

Screens (PubChem)
